HCV inh: blocks hepatitis C virus; Huh7.5.1 HCVcc-Cre infection, luciferase reporter, 44 h; Potency, µM (top dose mostly 41.8 µM), without a hit: at the top dose activity change, negative = inhibition, actives largely listed as inhibitors; 340,000 tested, 3.4% active
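After 44 h co-culture of compound, cells and HCVcc-Cre (~0.5 moi), substrate is added for 15 min at room temperature and luciferase measured over 15 sec. Cells were seeded at 1,000/well and pre-cultured 4 h.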
TbPYK inhibitor: blocks Trypanosoma brucei pyruvate kinase; Q57TT1; TbPYK enzyme, Kinase-Glo Plus ATP luminescence, 45 min; Potency, µM (doses to about 76.8 µM), for inactives: at the highest dose activity, negative = inhibition, most hits filed as inhibitors; 410,000 tested, 0.12% active; AID 624173; note: nearly all actives have a fitted effect of over 50% in size
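Screened from lowest to highest concentration, compounds were pinned into TbPYK/substrate mixtures, and ADP (130 uM final) was added. Plates sat at room temperature for 45 min prior to Kinase-Glo Plus detection by luminescence.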
Active calls of the source: *; ? = inconclusive; [ ] = another dose, or the depositor's remark. Calls come from the whole dose curve; as a rule, active = well fitted curve in the direction sought with a large enough effect; inconclusive = small, poorly fitted or top-dose-only effect, or another doubt; inactive = no such curve, though single readings can be large; an effect the other way counts as inactive or inconclusive. % is set by controls: 0 for no effect and ±100 for the full control effect; potency is the fitted concentration of half-maximal effect. These rows are one share of the data; the hit share may differ from the screen's.

SMILES	HCV inh	TbPYK inhibitor
CC(OC(=O)c1ccc(Br)o1)C(=O)NCC1CCCCC1 (stereo unspecified)	?	3.2%
CCN(CC(=O)Nc1ccc(NC(C)=O)cc1)C(=O)c1cccc(N2C(=O)c3ccccc3C2=O)c1	8.3%	-7.2%
CC(Oc1ccccc1F)C(=O)NNC(=O)c1ccc(-n2cncn2)c([N+](=O)[O-])c1 (stereo unspecified)	-3.6%	1.8%
O=C(NC1CCCCCCC1)c1c(Cl)cccc1Cl	6.0%	-2.4%
CN(CC(=O)Nc1cccc(F)c1)CC(=O)Nc1ccccc1-c1ccccc1	?	2.8%
COc1ccc(N=C2C(=S)N(c3ccc(OC)cc3)C(=NS(=O)(=O)c3ccccc3)N2c2ccccc2)cc1	-8.6%	?
NC(=O)C1(Nc2ccc(Cl)cc2)CCCC1	4.2%	-1.5%
CC(C)(C)OC(=O)N1CCCC(C(=O)Nc2ccc(C(=O)N3CCCCC3)cc2)C1 (stereo unspecified)	?	-11.3%
COCCNC(=O)C1Nc2ccc(C(F)(F)F)cc2C2C=CCC12 (stereo unspecified)	20.1%	-7.4%
Cc1ccc(CN2CC(C(=O)Nc3ccc(C)c(S(=O)(=O)N4CCCCC4)c3)CC2=O)cc1 (stereo unspecified)	?	0.0%
O=C1NC(=O)C(c2ccccc2)(C2CCCC2)N1 (stereo unspecified)	-2.1%	-0.5%
COc1ccc(CNC(=O)C[C@H]2C[C@H](C(=O)N3CCOCC3)[C@@]3(CCC4CCCC4)c4[nH]c5ccc(Cl)cc5c4CCN3C2=O)cc1OC	?	-2.6%
O=C(NCc1ccco1)c1ccc2c(c1)S(=O)(=O)c1ccccc1C2=O	-10.9%	-4.8%
C=CC[C@H](CC(=O)N(CCO)Cc1ccccc1)C(=O)N[C@@H](COC(=O)[C@@H](CC=C)Cc1ccc(F)cc1)Cc1ccccc1	?	4.6%
O=C(CS(=O)(=O)Cc1ccccc1)Nc1ccc(Br)cc1F	16.7%	-2.2%
COCCN1C(=O)c2oc3cc(C)c(C)cc3c(=O)c2C1c1cccc(O)c1 (stereo unspecified)	5.0%	6.3%
COc1ccccc1/C=C/C(=O)N1CCN(S(=O)(=O)c2cccs2)CC1	-21.2%	-0.4%
COc1ccccc1NC(=O)COC(=O)Cn1cnc2c1c(=O)n(C)c(=O)n2C	-9.9%	-6.1%
COc1ccccc1Nc1nnc(SCC(=O)c2c(N)n(C3CC3)c(=O)[nH]c2=O)s1	-8.8%	2.5%
Cc1ccc(CN2CC(C(=O)Nc3ccc(S(=O)(=O)N4CCCCC4)cc3)CC2=O)cc1 (stereo unspecified)	8.3%	2.7%
Cc1ccc(C(C)C)c(OCC(=O)NNC(=O)Cc2ccc(S(=O)(=O)N3CCOCC3)s2)c1	-15.4%	15.0%
CCNC(=O)N(CC)C[C@H]1N[C@@](Cc2ccccc2)(C(=O)OC)[C@H]2C(=O)N(Cc3ccccc3)C(=O)[C@@H]12	10.2%	12.2%
COc1ccc(NC(=O)c2oc3ccccc3c2CSC)cc1S(=O)(=O)N1CCOCC1	3.5%	-1.2%
COC(=O)c1cc(OCC(=O)Nc2ccc3c(c2)CCC3)cc(C(=O)OC)c1	?	-3.4%
OCC[C@H]1C[C@@H](O)[C@H](O)[C@]2(CCCO2)O1	30.8%[activator]	0.2%
Cc1ccc(S(=O)(=O)N2CCOCC2)cc1NC(=O)Cn1c(=O)ccn(Cc2ccccc2)c1=O	6.7%	3.8%
Cc1ccc(S(=O)(=O)N(C)C[C@@H]2Oc3c(NC(=O)C4CC4)cccc3C(=O)N([C@@H](C)CO)C[C@@H]2C)cc1	11.1%	1.9%
O=[N+]([O-])c1ccc(NN=Cc2cccc(O)c2)nc1	?	-4.0%
Cc1ccc(NS(=O)(=O)c2ccc(C(=O)NCc3ccc(S(N)(=O)=O)cc3)cc2)cc1	10.1%	5.2%
COc1ccc(Cc2nnc(NC(=O)CS(=O)(=O)Cc3ccccc3)s2)cc1	0.8%	-0.5%
CN(C(=O)CSCC(=O)Nc1ccc(Cl)cc1)C1CCCCC1	7.0%	0.4%
O=C1CCC/C1=c1\s/c(=C/c2cccnc2)c(=O)n1-c1ccccc1	-27.9%	3.0%
COc1ccc(CC(=O)NC(=S)Nc2cccc(C)c2)cc1	10.5%	-12.0%
Cc1cc(NC(=O)c2cc3ccccc3o2)no1	1.0%	-7.1%
COc1ccc2c3c1OC1[C@H](O)CCC4[C@@H](C2)N(C)CC[C@]314 (stereo partly specified)	10.8%	1.2%
O=c1ccn(Cc2ccccc2)c(SCc2ccccc2)n1	39.8%[activator]	1.9%
CCOC1=C(C#N)CC2(CC1)c1ccccc1-c1ccccc12	?	4.4%
O=C1NC(=O)/C(=C\c2ccc(Cl)cc2Cl)N1	0.8%	-3.0%
C=CCN(CC=C)C(=O)CCN1CC1C (stereo unspecified)	2.0%	1.6%
Cc1ccc(N2C(=O)c3oc4ccccc4c(=O)c3C2c2cccc(O)c2)nc1 (stereo unspecified)	4.4%	-1.2%
Cc1ccc(CNCCCn2cnc(C(=O)Nc3ccc(C)c(C)c3)n2)o1	0.7%	2.4%
Cn1c(N)c(C(=O)COC(=O)COc2cccc(Br)c2)c(=O)n(C)c1=O	-4.5%	1.9%
O=S(=O)(NCC1COc2ccccc2O1)c1ccccc1F (stereo unspecified)	10.5%	-9.4%
Cc1ccc(NC(=O)CN2C(=O)NC(C)(c3ccc4c(c3)OCO4)C2=O)cc1 (stereo unspecified)	-0.8%	-3.0%
COc1cccc(CN2CCN(C(=O)c3ccco3)CC2)c1OC	-1.4%	4.5%
OC[C@@H](O)[C@@H](O[C@@H]1O[C@H](CO)[C@H](O)[C@H](O)[C@H]1O)[C@H](O)[C@@H](O)CO	9.3%	0.0%
COc1ccc(OC)c(C(=O)Nc2c(O)ccc3ccccc23)c1	?	-7.0%
CCCCn1c2nc3ccccc3nc2c2c(=O)n(CC(C)C)cnc21	-11.9%	0.1%
O=CN(Cc1nc2ccccc2[nH]1)c1ccc(C(=O)O)cc1	6.3%	-0.8%
CC(=O)Nc1ccc(S(=O)(=O)NCC(=O)OCC(=O)N2CC(C)OC(C)C2)cc1 (stereo unspecified)	10.1%	7.9%
CN(Cc1c(F)cccc1Cl)C(=O)C1=CC=CN2CCS(=O)(=O)N=C12	20.0%	0.9%
COc1ccccc1NC(=O)C(C)N(C)CC(=O)Nc1cccc2ccccc12 (stereo unspecified)	-16.4%	-3.6%
CCn1nnc2cc(C(=O)N3CCC(C(=O)OC)CC3)ccc21	13.2%	-1.5%
Cc1cccc(NC(=O)c2ccc(NS(=O)(=O)c3cccc4cccnc34)cc2)c1	?	-9.2%
O=C(OCc1ccc([N+](=O)[O-])cc1)c1cc2ccccc2oc1=O	-1.7%	1.0%
COC(=O)[C@]1(C)N[C@H](CN(C)S(=O)(=O)c2ccc(-c3ccccc3)cc2)[C@@H]2C(=O)N(Cc3ccccc3)C(=O)[C@@H]21	?	4.8%
N#C/C(=C\c1ccc(Cl)cc1)C(=O)NC1CC1	-3.6%	-4.3%
CCOP(=O)(Nc1cccc2oc(=O)c3ccccc3c12)OCC	?	4.6%
Cc1nc(NC(=O)CSc2nnc(C3CC3)n2N)c(Cl)cc1Cl	7.0%	1.4%
C[C@H](CO)N1C[C@H](C)[C@@H](CN(C)C(=O)NC2CCCCC2)Oc2ccc(NC(=O)Cc3ccccc3)cc2C1=O	-12.1%	1.0%
(continued)
SMILES	HCV inh	TbPYK inhibitor
CC(=O)Nc1ccc(S(=O)(=O)N2c3ccc(F)cc3CCC2C)cc1 (stereo unspecified)	-22.8%	-10.7%
C/C(=N\NC(=O)CCC(=O)N/N=C(\C)c1ccc(C)o1)c1ccc(C)o1	?	3.9%
CC(=O)C[C@@H](O)CC(=O)[C@H]1OC(=O)CCCCCc2ccccc21	-11.9%	1.7%
CCOC(=O)C1=C(N)OC2=C(C(=O)CCC2)C1c1ccc2c(c1)OCO2 (stereo unspecified)	15.5%	-10.4%
Nc1[nH]c(=O)nc2snnc12	8.4%	-8.6%
Cn1c(=O)c(-c2ccccc2)cc2ccccc21	-15.7%	2.5%
CC1CCCN(CCC(=O)c2ccccc2)C1 (stereo unspecified)	10.9%	-7.0%
COc1ccc(CN(C)C(C)C(=O)Nc2ccc(S(=O)(=O)N3CCCCC3)cc2)c(OC)c1 (stereo unspecified)	?	13.7%
CCOc1ccc(S(=O)(=O)N(C)c2ccc(OCC(=O)NCC3CCCCC3)cc2)cc1	?	1.7%
CN(CC(=O)Nc1cccc(F)c1)C(=O)/C=C/c1ccc(S(=O)(=O)N2CCCCCC2)cc1	-14.1%	3.8%
O=[N+]([O-])c1cc2no[n+]([O-])c2cc1N1CCCCC1	?	14.1µM*
Cc1ccc(C(=O)NCC(=O)NC2CC2)cc1	15.4%	1.0%
CC[C@H]1OC(=O)C[C@@H](O)[C@H](C)[C@@H](O[C@@H]2O[C@H](C)[C@@H](O[C@H]3C[C@@](C)(O)[C@@H](O)[C@H](C)O3)[C@H](N(C)C)[C@H]2O)[C@@H](CC=O)C[C@@H](C)C(=O)/C=C/C(C)=C/[C@@H]1CO[C@@H]1O[C@H](C)[C@@H](O)[C@@H](OC)[C@H]1OC	-12.7%	-3.1%
Cc1ccc(S(=O)(=O)N2CCN(c3ccccc3)CC2)s1	4.1%	-1.4%
O=C1N[C@@H](Cc2ccccc2)C(=O)N2[C@H]3Nc4ccccc4[C@@]3([C@]34C[C@H]5C(=O)N[C@@H](Cc6ccccc6)C(=O)N5[C@H]3Nc3ccccc34)C[C@@H]12	-23.8%	-6.4%
CCOC1=CC(=O)OC(c2ccccc2)C1 (stereo unspecified)	5.7%	3.6%
Cc1cc(/C=C2\SC(=S)N(C)C2=O)c(C)n1-c1ccccc1O	7.08µM*	-6.2%
O=C1CCCCC1(CCc1ccncc1)CCc1ccncc1	?	0.4%
O=S(=O)(CS(=O)(=O)Oc1ccccc1)Oc1ccccc1	2.9%	-20.0%
O=C1C=CN2CCOCC2C1 (stereo unspecified)	26.8%	1.9%

6 compounds from above, arranged by length of the SMILES, lowest first:
SMILES	HCV inh	TbPYK inhibitor
O=C1C=CN2CCOCC2C1 (stereo unspecified)	26.8%	1.9%
CC1CCCN(CCC(=O)c2ccccc2)C1 (stereo unspecified)	10.9%	-7.0%
O=S(=O)(CS(=O)(=O)Oc1ccccc1)Oc1ccccc1	2.9%	-20.0%
CC(=O)C[C@@H](O)CC(=O)[C@H]1OC(=O)CCCCCc2ccccc21	-11.9%	1.7%
CCOc1ccc(S(=O)(=O)N(C)c2ccc(OCC(=O)NCC3CCCCC3)cc2)cc1	?	1.7%
O=C1N[C@@H](Cc2ccccc2)C(=O)N2[C@H]3Nc4ccccc4[C@@]3([C@]34C[C@H]5C(=O)N[C@@H](Cc6ccccc6)C(=O)N5[C@H]3Nc3ccccc34)C[C@@H]12	-23.8%	-6.4%

(list continues)
SMILES	HCV inh	TbPYK inhibitor
Cc1ccc(NC(=O)c2ccc(OCc3c(C)noc3C)cc2)cc1C	4.47µM*	-2.7%
Cc1ccc(N/N=C/C=C/c2ccco2)cc1	-2.3%	-2.5%
O=C(c1ccc(Cl)cc1)C1CCN(C(=O)c2ccccc2F)CC1	-5.5%	0.7%
O=C(CN(c1ccc(Br)cc1)S(=O)(=O)c1ccc(Cl)c([N+](=O)[O-])c1)NCC1CCCO1 (stereo unspecified)	?	-4.8%
O=C1c2ccc(-c3ccc(Cl)c(C(F)(F)F)c3)cc2S(=O)(=O)c2cccc(C(=O)N3CCN(c4ncc(Br)cn4)CC3)c21	18.1%	4.2%
CC(C)(C)c1nnc2sc(SCC(=O)N3CCCCC3)nn2c1=O	-10.6%	0.7%
CSc1c(CN2CCN(C)CC2)c2ccccc2n1C	-0.5%	-2.0%
Nc1nc(OCc2ccccc2)c2[nH]cnc2n1	-1.1%	0.3%
CN1C[C@H]2CON(C)[C@H]2C[C@H]1c1cccc(-c2ccccc2)c1	-10.1%[8.37 µM]	2.1%
CN1C(=O)CC(N2CCN(c3ccccc3)CC2)C1=O (stereo unspecified)	17.2%	-4.0%
CN(Cc1ccccc1)C(=O)COC(=O)c1cc(=O)[nH]c2ccccc12	18.5%	-8.5%
Cc1cc2c(=O)n(C)c(SCC(=O)Nc3ccc(F)cc3)nc2s1	1.1%	-5.4%
Cc1cccn2c(=O)c3cc(C(=O)N4COCC4(C)C)n(Cc4ccccc4)c3nc12	0.1%	-1.3%
CC(C)n1c(CN2CCN(C)CC2)nc2c1c(=O)n(C)c(=O)n2C	-8.5%	1.2%
C[C@H](CO)N1C[C@H](C)[C@@H](CN(C)C(=O)Nc2ccc3c(c2)OCO3)Oc2c(NC(=O)Nc3ccccc3)cccc2C1=O	-2.0%	-5.1%
CN(Cc1ccccc1)C(=O)c1ccc(NC(=O)Cc2cccc([N+](=O)[O-])c2)cc1	-8.6%	-4.7%

As entered above:
Entry of Cc1ccc(N/N=C/C=C/c2ccco2)cc1 in HCV inh: -2.3%
Entry of Nc1nc(OCc2ccccc2)c2[nH]cnc2n1 in HCV inh: -1.1%
Entry of CN1C(=O)CC(N2CCN(c3ccccc3)CC2)C1=O (stereo unspecified) in HCV inh: 17.2%

Retrieved one by one from above, two records:
SMILES	HCV inh	TbPYK inhibitor
O=C(c1ccc(Cl)cc1)C1CCN(C(=O)c2ccccc2F)CC1	-5.5%	0.7%
Nc1nc(OCc2ccccc2)c2[nH]cnc2n1	-1.1%	0.3%

Assay outcomes from PubChem.
